# From PubChem
# DRD3 agonist = qHTS of D3 Dopamine Receptor Agonist: qHTS; D(3) dopamine receptor (Homo sapiens), P35462; D3R DiscoveRx beta-arrestin cells, luminescence, 90 min; max activation, %; 410,000 compounds, 0.58% hits; AID 652048, 2013; in the data active = max activation above about 30%; also: 0% is about no effect; mostly tested at two doses, the higher about 12 µM
#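 Agonist-mode cell screen: cells plated at 1500/well and incubated overnight at 37 °C, then exposed to library compounds for 90 min at 37 °C. Detection reagent was added for 30–60 min at room temperature, and luminescence was read.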
# EPAC2 antagonist = qHTS for Antagonist of cAMP-regulated guanine nucleotide exchange factor 2 (EPAC2): primary screen | 360,000 compounds, 0.18% hits | EPAC2 GEF exchange of Rap1B-BODIPY-GDP, fluorescence | Rap guanine nucleotide exchange factor 4 (Homo sapiens), Q8WZA2 | Potency, µM (series often up to 114 µM), without a hit: top-dose activity, negative = inhibition, most hits filed as inhibitors; also: potency is read from the fitted curve at half-maximal effect; % is scaled to controls: 0 for no effect and ±100 for the full control effect; nearly all actives have a fitted effect of over 45% in size; many of its hits are not listed in these tables
# Target sequence (Q8WZA2 whole entry, looked up): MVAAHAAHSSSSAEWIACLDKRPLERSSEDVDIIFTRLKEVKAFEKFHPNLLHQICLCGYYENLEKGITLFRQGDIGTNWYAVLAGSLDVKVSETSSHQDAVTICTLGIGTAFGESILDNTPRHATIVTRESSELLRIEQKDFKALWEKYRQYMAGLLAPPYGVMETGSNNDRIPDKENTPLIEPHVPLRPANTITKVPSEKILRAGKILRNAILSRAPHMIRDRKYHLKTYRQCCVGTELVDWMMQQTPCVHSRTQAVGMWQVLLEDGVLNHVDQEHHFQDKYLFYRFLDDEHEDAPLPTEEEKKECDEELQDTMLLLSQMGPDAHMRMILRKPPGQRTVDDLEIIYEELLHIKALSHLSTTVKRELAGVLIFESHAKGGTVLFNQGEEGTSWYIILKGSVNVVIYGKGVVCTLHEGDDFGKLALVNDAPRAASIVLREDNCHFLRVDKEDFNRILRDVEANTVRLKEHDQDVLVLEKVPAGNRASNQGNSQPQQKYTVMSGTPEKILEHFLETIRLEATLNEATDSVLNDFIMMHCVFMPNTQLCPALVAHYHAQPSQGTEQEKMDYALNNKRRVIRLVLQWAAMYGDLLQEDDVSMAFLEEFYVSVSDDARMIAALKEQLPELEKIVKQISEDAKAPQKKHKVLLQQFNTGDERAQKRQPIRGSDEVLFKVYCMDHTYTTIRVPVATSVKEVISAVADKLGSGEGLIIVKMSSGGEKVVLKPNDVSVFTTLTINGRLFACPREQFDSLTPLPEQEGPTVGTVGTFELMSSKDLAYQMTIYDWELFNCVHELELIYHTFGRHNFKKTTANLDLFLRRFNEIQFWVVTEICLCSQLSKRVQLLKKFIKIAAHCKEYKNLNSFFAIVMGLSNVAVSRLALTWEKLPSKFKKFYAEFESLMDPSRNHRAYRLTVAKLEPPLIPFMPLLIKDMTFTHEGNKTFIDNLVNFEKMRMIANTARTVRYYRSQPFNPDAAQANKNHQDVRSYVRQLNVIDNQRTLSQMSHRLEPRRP
# aSyn yeast inh = qHTS of alpha-syn Inhibitors. Yeast expressing alpha-synuclein, growth rescue, BacTiter-Glo, 24 h. Potency, µM (highest dose often 46.1 µM), inactives show top-dose growth rescue (activation), most hits filed as activators. 370,000 compounds, 0.14% hits; also: potency is read from the fitted curve at half-maximal effect; % of control where 0% means no effect; nearly all actives have a fitted effect of over 65% in size
#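 Galactose-induced alpha-syn yeast (OD600=0.02, raffinose-pregrown) + pinned cpd, 24 hr, 30 deg C; growth by BacTiter-Glo luminescence. Growth restoration scores as activation.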
# TDP43 rescue = qHTS of TDP-43 Inhibitors; 410,000 compounds, 1.8% hits; Potency, µM (series often up to 46.1 µM), for the others: top-dose growth rescue (activation), usual class: activators; TDP-43 expressing yeast growth rescue, BacTiter-Glo, 24 h; AID 652104, 2013; also: potency is read from the fitted curve at half-maximal effect; % of control where 0% means no effect; nearly all actives have a fitted effect of over 50% in size
#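 Galactose-induced TDP-43 yeast, OD600=0.02, compound pinned; 24 hr, 30 deg C; BacTiter-Glo luminescence for growth. Inhibitors of TDP-43 toxicity read as activators.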
# EPAC2 agonist = qHTS for Agonist of cAMP-regulated guanine nucleotide exchange factor 4 (EPAC2): primary screen | Rap guanine nucleotide exchange factor 4 (Homo sapiens), Q8WZA2 | EPAC2 activation, biochemical qHTS; response scale: 100% = 6.5 mM cAMP response | Potency, µM (doses to about 154 µM), for inactives: at the highest dose activation, usual class: activators | 360,000 compounds, 0.079% hits; also: potency is read from the fitted curve at half-maximal effect; nearly all actives have a fitted effect of over 50% in size
#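 Compounds were titrated in qHTS against a Rap1B-BODIPY-GDP (250 nM) complex with EPAC2 (100 nM) and GDP (50 uM). BODIPY-GDP release tracked at 480/540 nm over 30 min at room temperature, normalized to 6.5 mM cAMP.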
# Abeta yeast res = qHTS for compounds that reverse cellular toxicity of Amyloid beta (A-beta) peptide in yeast: Primary Screen; yeast expressing A-beta42, growth rescue, OD600, 48 h; response scale: 0% DMSO, 100% iron-clioquinol control; Potency, µM (top dose mostly 46.1 µM), for the others: top-dose growth rescue, actives largely listed as activators; 410,000 compounds, 0.063% hits; also: potency is read from the fitted curve at half-maximal effect; nearly all actives have a fitted effect of over 55% in size
#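 Yeast growth medium received pinned compounds, then yeast cells expressing toxic A-beta were added; plates incubated at 30 C for 48 hr. Growth read as absorbance at 600 nm, normalized to DMSO and equimolar FeCl3 plus clioquinol controls.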
# FUS suppressor = qHTS for Suppressors of FUS Proteinopathy: Primary screen using FUS-linked yeast assay; S. cerevisiae FUS-expressing, growth rescue, OD600, 24 h; Potency, µM (doses to about 76.6 µM), without a hit: at the highest dose growth rescue (activation), most hits filed as activators; 390,000 compounds, 0.24% hits; AID 1347120, 2019;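 also: potency is read from the fitted curve at half-maximal effect; plate controls were DMSO vehicle for no effect and reference control for full effect; nearly all actives have a fitted effect of over 55% in size; some results filed as inactive show a strong effect at the top dose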
#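 Absorbance at 600 nm, taken 24hr after compound addition, measured rescue of FUS-yeast growth at 30C. Induction used 2% galactose with seeding at OD 0.005. Controls: CP55940 from 92uM final, DMSO only.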
# DRD3 antagonist = qHTS of D3 Dopamine Receptor Antagonist: qHTS; D3R cells, DiscoveRx beta-arrestin luminescence, antagonist mode; hits give low values; max response, negative = inhibition, %; 360,000 compounds, 2.5% hits; AID 652054, 2013; in the data active = max response below about -50%; inconclusive = no clear call, values can overlap the other calls; also: % is scaled to controls: 0 for no effect and ±100 for the full control effect; mostly tested at two doses, the higher about 12 µM
#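 Cells plated overnight at 1500 cells/well, then exposed to library compounds with dopamine controls for 90 minutes at 37 degrees C. DiscoveRx reagent added for 30–60 minutes at room temperature; luminescence read, quantitative HTS format.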
# Active calls of the source: *; ? = inconclusive; nt = not tested or not shown; & = joins results of further samples; [ ] = another dose, or the depositor's remark. Unless noted, calls follow the shape of the dose curve; as a rule, active = well fitted curve in the direction sought with a large enough effect; inconclusive = small, poorly fitted or top-dose-only effect, or another doubt; inactive = no such curve, though single readings can be large; an effect the other way counts as inactive or inconclusive.
1) CCCn1c(C)cc(C=O)c1C
2) COc1ccc(CCNC(=O)c2c(N)n(CCN3CCOCC3)c3nc4ccccc4nc23)cc1OC
3) CCc1cc2c(cc1-c1csc(C/C(N)=N/O)n1)C(C)(C)CCC2(C)C
4) CN=C1CN(O)C(c2ccccc2)c2cc(Cl)ccc2N1 (stereo not given)
5) CCCN(CCC)C1Cc2cc(OC)c(OC)cc2C1
6) O=C1C2CCN(CC2)[C@@H]1Cc1ccc2ccccc2c1O
7) O=Cc1cn(Cc2ccccc2[N+](=O)[O-])c2ccccc12
8) Cn1c(O)c(C=NCCN2CCN(C(=O)Nc3ccccc3)CC2)c(=O)n(C)c1=O
9) O=c1[nH]c(=S)[nH]c(O)c1C(c1ccccn1)c1c(O)[nH]c(=S)[nH]c1=O
10) CCCCCn1c(=O)c(C(=O)Nc2cc(C)ccn2)c(O)c2ccccc21

assay / compound	1	2	3	4	5	6	7	8	9	10
DRD3 agonist	0	16	-6	-12	-90	4	3	7	-10	0
EPAC2 antagonist	7%	-16%	?	0%	11%	-31%	-12%	-2%	8%	-2%
aSyn yeast inh	-4%	2%	11%	1%	-1%&5%	8%	0%	-10%	-3%	0%
TDP43 rescue	-2%	-18%	22µM*	-15%	13%	-18%	22%	-9%	-16%	-11%
EPAC2 agonist	7%	21%	-12%	8%	4%	-1%[15.6 µM]	11%	6%	1%	1%
Abeta yeast res	2%	1%	-40%[inhibitor]	3%	-18%	17%	6%	-12%	-13%	-6%
FUS suppressor	-2%	41%	30%	-9%	-34%	-6%	6%	-5%	16%	-10%
DRD3 antagonist	7	35	-22	-13	-103*	1	18	7	-7	12

11) COC(=O)C1=C(c2ccccc2)C[C@@H]2CC[C@H]1N2C(=O)NCc1ccc(C(F)(F)F)cc1
12) O=c1[nH]c(=S)n(Cc2ccc(F)cc2)c(O)c1C=NCc1ccc2c(c1)OCO2
13) O=[N+]([O-])c1[nH]cnc1Br
14) CC(=O)NC1CC2CCC(C1)N2 (stereo not given)
15) c1ccc(CNCCc2ccc3c(c2)OCO3)nc1
16) O=C1CC(=O)N(c2cccc(Cl)c2)C(=O)N1
17) CS(=O)(=O)CCN1CC2CCCC(C2)C1
18) O=C(C1CC(=O)N(c2ccc(F)c(Cl)c2)C1)N1CCC2(CC1)OCCO2 (stereo not given)
19) COP(=O)(OC)C(NC(=O)/C=C/c1ccccc1)C(Cl)(Cl)Cl (stereo not given)
20) Fc1ccccc1N1CCN(Cc2c(F)cccc2F)CC1

assay / compound	11	12	13	14	15	16	17	18	19	20
DRD3 agonist	-1	10	-18	0	-19	-7	3	-19	-6	-9
EPAC2 antagonist	?	-3%	7%	1%	20%	0%	7%	6%	1%	-3%
aSyn yeast inh	19%	0%	-5%	2%	-1%	9%	4%	3%	0%	-4%
TDP43 rescue	-1%	-12%	-14%	-5%	-26%	-18%	?	-19%	19%	-9%
EPAC2 agonist	-3%	5%	0%	8%	-4%	10%	2%	-2%	10%	18%
Abeta yeast res	24%	6%	1%	-5%	-13%	-28%	3%	-4%	-1%	-22%
FUS suppressor	25%	-8%	-5%	23%	6%	24%	nt	-10%	-5%	22%
DRD3 antagonist	?	8	-14	-4	-14	-26	-7	-16	3	?

21) c1cnc2c(c1)ccc1ncccc12
22) N#CSCC(=O)N1c2ccccc2CCc2ccccc21
23) N=c1sccn1Cc1ccc(Cl)cc1Cl
24) Cc1cccc(-n2c(/C=C/c3cn(C)c4ccccc34)nc3ccccc3c2=O)c1
25) CCCCCCOC(=O)c1ccccc1N
26) Cc1cc(C=O)c(C)n1C1CCCCC1
27) CC12CN3CCN(C1)CC(C)(C3)C2=NN
28) COC(=O)C1=C(c2ccccc2OCc2ccccc2)C[C@@H]2CC[C@H]1N2C(=O)NCc1ccc(C(F)(F)F)cc1
29) COc1ccc(C2CC(c3cccs3)=NN2c2nc(C)c(C(C)=O)s2)cc1OC (stereo not given)
30) O=C(C[C@@H]1CC[C@@H]2[C@H](COC[C@H](O)CN2Cc2cccc(C(F)(F)F)c2)O1)NCc1ccc(Cl)cc1

assay / compound	21	22	23	24	25	26	27	28	29	30
DRD3 agonist	-1	-7	0	7	-5	5	8	5	-25	-2
EPAC2 antagonist	0%	-4%	17%	nt	-4%	12%	4%	-13%	6%	?
aSyn yeast inh	13%	0%	4%	nt	-9%	0%	-3%	0%	18%	0%
TDP43 rescue	13%	18µM*	12%	16%	-17%	-2%	22%	0%	?	1%
EPAC2 agonist	14%	7%	1%	nt	7%	6%	1%	-7%	9%	2%
Abeta yeast res	-10%	?	0%	-13%	-11%	0%	-5%	7%	4%	20%
FUS suppressor	-31%	nt	0%	16%	17%	-12%	-18%	33%	?	?
DRD3 antagonist	2	-29	6	nt	17	-10	1	3	-8	18

31) COc1ccc(C(=O)N2CCOCC2)cc1S(=O)(=O)N1CCC(C)CC1
32) O=C(c1cccnc1)N1Cc2ccccc2-n2nncc2C1
33) Cc1c(Cl)cccc1N1C(=O)NC(=O)/C(=C\c2cc(C)n(-c3cccc(C(=O)O)c3C)c2C)C1=O
34) O=C1CCN(C(=O)CCCn2c(=O)oc3ccccc32)CC1
35) O=Cc1cn(Cc2cccc([N+](=O)[O-])c2)c2ccccc12
36) CCC(=NCCN1CCOCC1)c1c(O)n(C2CCCCC2)c(=O)[nH]c1=O
37) C=CCn1c(O)c(/C(C)=N/N2CCCCCC2)c(=O)[nH]c1=O
38) CCOC(=O)C1(CCc2ccccc2)CCN(Cc2cccc3c2OCO3)CC1
39) CC(O)CNc1ccc([N+](=O)[O-])c2cccnc12 (stereo not given)
40) CSCCC(c1nnnn1-c1c(C)cccc1C)N1CCC(n2c(=O)[nH]c3ccccc32)CC1 (stereo not given)

assay / compound	31	32	33	34	35	36	37	38	39	40
DRD3 agonist	3	4	-7	4	-2	9	6	-26	5	9
EPAC2 antagonist	17%	10%	10%	0%	7%	3%	8%	0%	2%	-17%
aSyn yeast inh	-11%	-6%	-8%	1%	8%	-14%	-7%	5%	9%	-2%
TDP43 rescue	-2%	0%	-20%	2%	28%	?	8%	0%	25%	?
EPAC2 agonist	16%	4%	13%	7%	6%	-13%	-10%	18%	-3%	7%
Abeta yeast res	-1%	9%	-8%	6%	0%	-51%[inhibitor]	-24%	-2%	-3%	10%
FUS suppressor	-36%	-21%	-4%	13%	nt	11%	0%	-8%	nt	11%
DRD3 antagonist	-1	13	-16	1	9	6	22	-81*	-14	33

# 4 of these compounds in another layout:
No. | SMILES | DRD3 agonist | EPAC2 antagonist | aSyn yeast inh | TDP43 rescue | EPAC2 agonist | Abeta yeast res | FUS suppressor | DRD3 antagonist
38 | CCOC(=O)C1(CCc2ccccc2)CCN(Cc2cccc3c2OCO3)CC1 | -26 | 0% | 5% | 0% | 18% | -2% | -8% | -81*
32 | O=C(c1cccnc1)N1Cc2ccccc2-n2nncc2C1 | 4 | 10% | -6% | 0% | 4% | 9% | -21% | 13
35 | O=Cc1cn(Cc2cccc([N+](=O)[O-])c2)c2ccccc12 | -2 | 7% | 8% | 28% | 6% | 0% | nt | 9
40 | CSCCC(c1nnnn1-c1c(C)cccc1C)N1CCC(n2c(=O)[nH]c3ccccc32)CC1 (stereo not given) | 9 | -17% | -2% | ? | 7% | 10% | 11% | 33

# The list continues.
41) O=C1CC23c4ccccc4N4C(=O)CC5OCC=C6CN1C2CC6C5C43 (stereo not given)
42) CCOc1ccc(CC2C(=O)NC(=O)N(c3ccc(CC)cc3)C2=O)cc1 (stereo not given)
43) CCN1C(=O)C(=Cc2ccc(C)s2)C(=O)N(CC)C1=S
44) O=C(CN1CCOCC1)NCC(=O)Nc1ccc(Br)cc1C(=O)c1ccccc1
45) CC1=C(N2CC2)C(=O)C(CO)=C(N2CC2)C1=O
46) O=C(Cn1cc(C(=O)c2ccccc2)c2ccccc21)NCc1ccco1
47) Cc1nc2ccc(Cl)cc2c(-c2ccccc2)c1C(=O)O
48) C=CC1CN2CCC1CC2C(O)c1ccnc2ccccc12 (stereo not given)
49) COC(=O)C(O)(c1ccc(NC(=S)NC(=O)c2ccc(Cl)cc2Cl)cc1)C(F)(F)F (stereo not given)
50) COc1c(C=C2C(=O)NC(=O)NC2=O)c(CCN(C)C(=O)c2ccccc2)cc2c1OCO2

assay / compound	41	42	43	44	45	46	47	48	49	50
DRD3 agonist	2	-3	1	-13	-36	-3	2	16	-6	2
EPAC2 antagonist	11%	0%	5%	13%	10%	6%	-15%	1%	-15%	18%
aSyn yeast inh	8%	0%	0%	-8%	2%	-6%	2%	5%	-9%	4%
TDP43 rescue	7%	-6%	6%	-19%	?	-5%	17%	?	-9%	26%
EPAC2 agonist	-5%	2%	-12%	4%	-1%	7%	4%	3%	-4%	10%
Abeta yeast res	-9%	0%	12%	0%	0%	11%	8%	3%	3%	-9%
FUS suppressor	nt	32%	?	3%	nt	23%	-5%	-12%	nt	-4%
DRD3 antagonist	4	-20	-7	21	-96*	1	0	0	?	-18

51) COc1ccc(N=Cc2c(O)n(C)c(=O)[nH]c2=O)cc1
52) Cc1nn(Cc2ccccc2Cl)c(Cl)c1C(=O)O
53) Cc1ccc(OC(=O)N(C)C[C@@H]2OCc3cnnn3CCCC(=O)N([C@H](C)CO)C[C@@H]2C)cc1
54) O=c1c2ccccc2nc(Cc2ccccc2)n1-c1ccccc1O

assay / compound	51	52	53	54
DRD3 agonist	-4	1	-6	9
EPAC2 antagonist	21%	5%	6%	2%
aSyn yeast inh	2%	9%	-1%	9%
TDP43 rescue	-10%	5%	-10%	-5%
EPAC2 agonist	5%	-1%	6%	4%
Abeta yeast res	-7%	11%	-12%	11%
FUS suppressor	-14%	8%	-4%	2%
DRD3 antagonist	-8	-12	-21	-2

# An excerpt (hit frequency here may not be typical).
